# Sm TGR block: qHTS Assay for the Inhibitors of Schistosoma Mansoni Peroxiredoxins | purified TGR, DTNB reduction, TNB absorbance 405 nm | actives 3% (n = 360,000) | Potency, µM (doses to about 114 µM), without a hit: top-dose activity change, negative = inhibition, actives largely listed as inhibitors | AID 485364, 2010; also: potency is read from the fitted curve at half-maximal effect; nearly all actives have a fitted effect of over 60% in size
#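 Kinetic colorimetric format: TGR-catalysed, NADPH-driven DTNB reduction monitored via TNB absorbance. Enzyme dispensed at 20 nM; compound exposure 15 min at room temperature before reaction start.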
# AmpC no deterg: qHTS Inhibitors of AmpC Beta-Lactamase (assay without detergent); AID 485341, 2010; P00811; AmpC nitrocefin hydrolysis, absorbance 480 nm, 0.0001% Triton; Potency, µM (top dose mostly 57.1 µM), for inactives: top-dose activity change, negative = inhibition, actives largely listed as inhibitors; actives 0.52% (n = 330,000);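 also: potency is read from the fitted curve at half-maximal effect; plate controls were no compound for no effect and no enzyme for full effect; nearly all actives have a fitted effect of over 20% in size; some results filed as inactive show a strong effect at the top dose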
# Target sequence (P00811 whole entry, looked up): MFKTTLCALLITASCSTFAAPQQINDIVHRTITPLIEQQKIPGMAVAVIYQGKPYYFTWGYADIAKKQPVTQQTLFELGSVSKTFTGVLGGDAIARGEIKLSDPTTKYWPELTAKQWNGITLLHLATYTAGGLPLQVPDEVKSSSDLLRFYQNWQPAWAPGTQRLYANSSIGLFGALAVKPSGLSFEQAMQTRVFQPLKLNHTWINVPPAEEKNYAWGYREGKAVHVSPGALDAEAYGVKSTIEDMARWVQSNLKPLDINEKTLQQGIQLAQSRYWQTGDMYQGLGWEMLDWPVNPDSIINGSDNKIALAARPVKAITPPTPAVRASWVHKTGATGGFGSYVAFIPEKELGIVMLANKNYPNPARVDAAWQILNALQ
#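 AmpC (5.3 nM in the dispensed reagent) in 20 mM phosphate pH 7.0 with 0.01% (detergent screen) or 0.0001% Triton X-100 was preincubated with compounds for 15 min at room temperature. Nitrocefin was then added from an 800 uM solution, and hydrolysis was followed at 480 nm.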
# AmpC inh detg: qHTS Inhibitors of AmpC Beta-Lactamase (assay with detergent); P00811; AmpC hydrolysis of nitrocefin, absorbance 480 nm, 0.01% Triton; Potency, µM (doses to about 114 µM), without a hit: top-dose activity change, negative = inhibition, actives largely listed as inhibitors; actives 0.041% (n = 370,000);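 also: potency is read from the fitted curve at half-maximal effect; 0% = no-compound wells and -100% = no-enzyme wells; nearly all actives have a fitted effect of over 25% in size; some results filed as inactive show a strong effect at the top dose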
#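 AmpC (5.3 nM in the dispensed reagent) in 20 mM phosphate pH 7.0 with 0.01% (detergent screen) or 0.0001% Triton X-100 was preincubated with compounds for 15 min at room temperature. Nitrocefin was then added from an 800 uM solution, and hydrolysis was followed at 480 nm.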
# AMA1 RON2 block: qHTS for Inhibitors of AMA1-RON; Towards Development of Antimalarial Drug Lead: Primary Screen | Potency, µM (series often up to 58.2 µM), without a hit: at the highest dose activity change, negative = inhibition, actives largely listed as inhibitors | AlphaScreen AMA1-biotinylated RON2 peptide binding | actives 0.2% (n = 360,000) | Plasmodium falciparum AMA1 (3D7) - RON2 peptide interaction | AID 720542, 2013;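 also: potency is read from the fitted curve at half-maximal effect; 0% = vehicle wells and -100% = peptide control; nearly all actives have a fitted effect of over 45% in size; some results filed as inactive show a strong effect at the top dose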
#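 AMA1 (3D7) with his tag at 25 nM final met compounds first, then biotinylated RON2 peptide at 25 nM; detection used donor plus acceptor beads, 10 µg/mL apiece, read by AlphaScreen after 30 min at room temperature.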
# HCMV inh: qHTS Assay for inhibitors of the human cytomegalovirus (HCMV). activity change, negative = inhibition, % at 57.5 µM. HFF cells, HCMV-luciferase reporter, 72 h; stronger effect = lower value. actives 4.5% (n = 410,000); in the data active = activity change below about -60%; inconclusive = no clear call, values can overlap the other calls; inactive = above about -39%
#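 Human foreskin fibroblasts infected with luciferase-reporter HCMV at MOI 1 PFU/cell, compounds at two doses. Luciferase measured 72 h post infection; normalized to buffer-only basal and Salinomycin (10uM) controls.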
# FBPA Giardia inh: qHTS Assay for Inhibitors of Fructose-1,6-bisphosphate Aldolase from Giardia Lamblia; Potency, µM (series often up to 59.6 µM), inactives show top-dose activity, negative = inhibition, usual class: inhibitors; actives 0.71% (n = 290,000); A8B2U2; purified Giardia FBPA; also: potency is read from the fitted curve at half-maximal effect; nearly all actives have a fitted effect of over 55% in size
# Target sequence (A8B2U2 whole entry, looked up): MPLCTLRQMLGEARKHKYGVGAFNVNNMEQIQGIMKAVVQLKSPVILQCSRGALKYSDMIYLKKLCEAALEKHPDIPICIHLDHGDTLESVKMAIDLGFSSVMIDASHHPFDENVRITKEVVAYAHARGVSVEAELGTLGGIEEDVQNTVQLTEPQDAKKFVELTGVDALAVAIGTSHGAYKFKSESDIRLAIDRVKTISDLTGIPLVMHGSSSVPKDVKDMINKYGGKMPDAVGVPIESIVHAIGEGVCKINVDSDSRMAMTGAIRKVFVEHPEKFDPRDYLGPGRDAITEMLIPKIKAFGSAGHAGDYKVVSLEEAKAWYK
#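 40 nM FBPA preincubated 10 min at RT with compound (up to 57.5 uM final), then substrate plus GAPDH/TPI/NAD/arsenate coupling and diaphorase/resazurin added. Fluorescence read after 20 min at RT, 525/598 nm.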
# Starred values were filed as active, the others as inactive; ? = inconclusive; / = not tested or not shown; & = joins results of further samples; [ ] = remark or other dose. Unless noted, calls follow the shape of the dose curve; as a rule, active = well fitted curve in the direction sought with a large enough effect; inconclusive = small, poorly fitted or top-dose-only effect, or another doubt; inactive = no such curve, though single readings can be large; an effect the other way counts as inactive or inconclusive. Unless noted, % is scaled to controls: 0 for no effect and ±100 for the full control effect.
(1) CCCC(=O)N(CCN1CCOCC1)c1nc2c(C)ccc(C)c2s1
(2) COc1ccc(NC(=O)c2ccc3nc(C(C)C)oc3c2)cc1OC
(3) Nc1c(Cl)cc(Cl)cc1C(=O)OCC(=O)N1CCCC1
(4) O=C(NCc1ccccc1)c1onc(CSc2ccccc2)c1C(=O)NCC1CC1
(5) COc1ccccc1C1CC(c2ccccc2)=NN1C(=O)c1ccccc1 (centres undefined)
(6) Cc1ccc(CN2C(=O)CSc3ccc(C(=O)NCCN4CCOCC4)cc32)cc1

assay / entry	1	2	3	4	5	6
Sm TGR block	-2%	-1%	2%	5%	13%	3%
AmpC no deterg	188%[activator]	/	23%	-16%	1%	62%[activator]
AmpC inh detg	0%	15%	1%	-3%	3%	-6%
AMA1 RON2 block	-6%	/	13%	8%	0%	-8%
HCMV inh	39	7	-24	-12	61	/
FBPA Giardia inh	?	/	6%	-11%	7%	9%

(7) O=[N+]([O-])c1cccc2c([N+](=O)[O-])cccc12
(8) O=C(NCCO)c1ccc2c(c1)S(=O)(=O)c1ccccc1C2=O
(9) O=[N+]([O-])c1ccc(Oc2cccc(F)c2)c2ccncc12
(10) O=c1[nH]c(SCc2ccc(Cl)cc2)nc2ccsc12
(11) CCc1nc(C)c(C(=O)N2CCCC(C(=O)Nc3cccc(-c4cccc(C)c4)c3)C2)o1 (centres undefined)
(12) COC(=O)C(Cc1ccc(OC(=O)c2ccc(C(F)(F)F)cc2)cc1)N1Cc2ccccc2C1=O (centres undefined)

assay / entry	7	8	9	10	11	12
Sm TGR block	0%	-5%	-12%	16%	-14%	-11%
AmpC no deterg	-9%	-13%	-31%	-33%	221%[activator]	94%[activator]
AmpC inh detg	4%	?	1%	3%	-6%	-8%
AMA1 RON2 block	11%	-2%	-23%	13%	0%	-2%
HCMV inh	-17	-15	-25	104	8	/
FBPA Giardia inh	/	0%	?	-12%	/	-6%

(13) CN(C)CCC(c1ccccc1)c1ccccn1 (centres undefined)
(14) CN(C)S(=O)(=O)c1ccc(Cl)c(C(=O)NNC(=O)Cc2nc3ccccc3n2C)c1
(15) COc1ccc(C(=O)Nc2ccnn2C2CCN(C(C)CSC)CC2)cc1 (centres undefined)
(16) CCOc1ccc(Br)cc1S(=O)(=O)NC1CC(C)(C)NC(C)(C)C1
(17) Cc1nn(C)cc1CN1CCC(CO)(CCOc2ccccc2)CC1
(18) CC1CCN(c2nc(/C=C/c3ccccc3)nc3ccccc23)CC1

assay / entry	13	14	15	16	17	18
Sm TGR block	-3%&7%	-3%	-5%	4%	1%	4%
AmpC no deterg	-23%&-19%	-10%	0%	4%	-12%	-14%
AmpC inh detg	-12%&2%	-2%	?	3%	5%	?
AMA1 RON2 block	5%&-3%&28%	129%[activator]	1%	-10%	0%	-14%
HCMV inh	-9&-25&-33	20	-30	-11	-25	24
FBPA Giardia inh	-1%&-1%&-2%	/	-3%	12%	1%	4%

(19) O=S(=O)(c1ccccc1)c1nnn2c1nc(NC1CCCCC1)c1sccc12
(20) Cc1ccc(C)c(NC(=S)NC2CC3CCCC(C2)N3CC(C)C)c1 (centres undefined)
(21) CCOc1ccccc1-c1nc(-c2ccc(C)nc2OC)no1
(22) Cc1ccc(NC(=S)N2CCN(C(=O)C3CCCO3)CC2)cc1 (centres undefined)
(23) Cc1ccc(S(=O)(=O)N2CCC(=O)N(CCOC(=O)Nc3ccccc3C)CC2)cc1
(24) Cc1cc(NC(=O)CSc2nc3[nH]c(=O)cc(O)c3s2)ccc1Br

assay / entry	19	20	21	22	23	24
Sm TGR block	-1%	-32%	8%	-9%	-15%	-13%
AmpC no deterg	/	-5%	79%[activator]	-13%	97%[activator]	-23%
AmpC inh detg	1%	3%	-14%	-8%	-8%	?
AMA1 RON2 block	/	-8%	0%	5%	0%	1%
HCMV inh	-19	-25	34	-28	10	-17
FBPA Giardia inh	/	-8%	-6%	-1%	1%	/

# Whole records, quoted from the list.
# Entry for CCOc1ccccc1-c1nc(-c2ccc(C)nc2OC)no1 → Sm TGR block = 8%; AmpC no deterg = 79%[activator]; AmpC inh detg = -14%; AMA1 RON2 block = 0%; HCMV inh = 34; FBPA Giardia inh = -6%
# Entry for Cc1ccc(S(=O)(=O)N2CCC(=O)N(CCOC(=O)Nc3ccccc3C)CC2)cc1 → Sm TGR block = -15%; AmpC no deterg = 97%[activator]; AmpC inh detg = -8%; AMA1 RON2 block = 0%; HCMV inh = 10; FBPA Giardia inh = 1%

# Next part:
(25) COc1ccc(C)cc1NC(=O)COc1cc(=O)n(C)c2ccccc12
(26) Cc1cc(F)ccc1NC(=O)Cn1c(C)csc1=O
(27) COc1cc2c(cc1OC)C1=NC(=O)CN1C(SCc1ccccc1C)=N2
(28) C#CCNC(=O)C(C)c1ncc(C(F)(F)F)cc1Cl (centres undefined)
(29) N/C(=N\OC(=O)C(c1ccccc1)c1ccccc1)c1ccccn1
(30) O=C(CN1CCN(C(c2ccccc2)c2ccccc2)CC1)N1CCN(c2ccccc2)CC1

assay / entry	25	26	27	28	29	30
Sm TGR block	9%	-1%	8%	1%	2%	-23%
AmpC no deterg	/	-34%	-3%	-19%	-16%	143%[activator]
AmpC inh detg	9%	-8%	?	3%	-1%	0%
AMA1 RON2 block	/	1%	12%	26%	68%[activator]	-18%
HCMV inh	-16	26	?	-30	65	13
FBPA Giardia inh	/	/	0%	1%	0%	-11%

(31) O=c1[nH]c(SCc2ccccc2)nc2c1sc1ccccc12
(32) Cn1c(C(=O)O)cc2cc(F)ccc21
(33) Cc1ccc(S(=O)(=O)N2CCN(C(=O)COC(=O)CNC(=O)c3ccc(Cl)cc3Cl)CC2)cc1
(34) CCOC(=O)C1=C(COC(=O)CCCOc2ccccc2)NC(=O)NC1C (centres undefined)
(35) Cc1ccc(C)c(NC(=O)NCc2ccccn2)c1
(36) Cc1cccc(-n2c(=O)[nH]c3c(C(N)=O)nc(-c4ccccc4Cl)nc32)c1

assay / entry	31	32	33	34	35	36
Sm TGR block	2%	2%	-3%	0%	5%	-3%
AmpC no deterg	-25%	-24%	3%	-1%	-3%	-23%
AmpC inh detg	-5%	12%	-2%	?	?	-13%
AMA1 RON2 block	43%[activator]	-5%	-7%	1%	25%	11%
HCMV inh	-8	55	-26	-14	18	?
FBPA Giardia inh	7%	24%	/	/	-5%	-2%

(37) CCS(=O)(=O)CCSc1nc2c(cc1C#N)CCCC2
(38) CN(C(=O)c1cccc([N+](=O)[O-])c1)c1ccccc1C(=O)NCc1ccccc1
(39) COc1ccc(C(=O)NC(=O)CSc2n[nH]c(N)n2)cc1
(40) Fc1cc2nc(-c3ccncc3)[nH]c2cc1F
(41) C/C(CC(=O)Nc1ccccn1)=N\NC(=O)c1ccc(C)cc1
(42) CCCCNC(C(=O)Nc1cccc(S(=O)(=O)N2CCOCC2)c1)c1ccccc1 (centres undefined)

assay / entry	37	38	39	40	41	42
Sm TGR block	2%	1%	/	-16%	-14%	0%
AmpC no deterg	-8%	-3%	-14%	-15%	-19%	12%
AmpC inh detg	6%	6%	/	1%	-11%	0%
AMA1 RON2 block	7%	10%	12%	10%	40%[activator]	-8%
HCMV inh	50	23	30	72	-4	?
FBPA Giardia inh	9%	/	/	-6%	-4%	-1%

(43) c1ccc(-c2cc3ncc4c(n3n2)-c2ccccc2OC4)cc1
(44) Cc1ccc(CS/C(Nc2ccccc2C)=C(\C#N)C(=O)NCc2ccco2)c(C)c1
(45) COc1ccccc1N1CCN(C2CCN(S(=O)(=O)c3ccc4ccccc4c3)CC2)CC1
(46) O=C(NC1CCCC1)c1ccc2c(c1)N(Cc1c(F)cccc1Cl)C(=O)c1ccccc1S2
(47) O=C(CSc1ncc(C(=O)O)n1-c1ccc(F)cc1)NCc1ccc2c(c1)OCO2
(48) CCC(=O)NC1(Cc2ccc(O)cc2)CCCCC1

assay / entry	43	44	45	46	47	48
Sm TGR block	4%	-6%	-30%	4%	6%	-4%
AmpC no deterg	/	-43%	-5%	/	-21%	-10%[2.29 µM]
AmpC inh detg	-5%	?	6%	7%	2%	-5%
AMA1 RON2 block	/	4%	-11%	/	-5%	-12%
HCMV inh	64	-22	?	-22	5	?
FBPA Giardia inh	/	-19%	0%	/	-3%	-1%

(49) CCCn1c(N)cc(=O)n(CCC)c1=O
(50) CCc1ccccc1NC(=O)Nc1ccc(F)cc1F
(51) O=C(COC(=O)c1ccc2[nH]c3c(c2c1)CCCC3)Nc1ccccc1Cl
(52) O=C1CN(C(=O)CN2CCOCC2)C(c2ccccc2)c2cc(Br)ccc2N1 (centres undefined)
(53) CS(=O)(=O)c1ccc(Cl)c(NC(=O)C2CCCN(C(=O)c3ccc(Cl)cc3)C2)c1 (centres undefined)
(54) O=[N+]([O-])c1cccc(/C=N/N2CCN(Cc3ccccc3)CC2)c1

assay / entry	49	50	51	52	53	54
Sm TGR block	1%	5%	13%	0%	1%	-1%
AmpC no deterg	-2%	-17%	-13%	-15%	5%	-12%
AmpC inh detg	?	-8%	-5%	-14%	?	-11%
AMA1 RON2 block	6%	-11%	0%	-4%	1%	-3%
HCMV inh	-15	?	18	?	-6	12
FBPA Giardia inh	0%	3%	-3%	2%	/	4%

(55) CCCc1nn2c(=O)cc(CSCC(=O)Nc3nnc(C(C)C)s3)nc2s1
(56) Cc1cc(C)cc(NC(=O)CCCN2C(=O)COc3ccc(C)cc32)c1
(57) O=C(CCC1N=C2c3ccccc3N=C(SCc3ccc(F)cc3)N2C1=O)NC1CCCCC1 (centres undefined)
(58) CCn1c(SCC(=O)NC2CCCCC2)nc2c(c1=O)SCC2
(59) O=C(CN1CCOCC1)N(c1ccccc1)c1ccc2ccccc2c1
(60) O=C(CCN1C(=O)c2ccccc2S1(=O)=O)Nc1ccccc1F

assay / entry	55	56	57	58	59	60
Sm TGR block	-1%	-7%	6%	5%	-21%	1%
AmpC no deterg	0%	/	/	-10%	65%[activator]	-10%
AmpC inh detg	-9%	-4%	5%	-1%	-12%	3%
AMA1 RON2 block	18%	/	/	0%	-10%	14%
HCMV inh	?	43	2	-10	-12	-15
FBPA Giardia inh	/	/	/	/	-24%	6%

(61) Cc1nc2ccccc2c(=O)n1NC(=O)Cc1ccc(Br)cc1
(62) O=[N+]([O-])c1ccc(-n2nnnc2-c2ccccc2)cc1
(63) CC1CCCN(C/C(O)=C(\C#N)c2nc3ccccc3[nH]2)C1 (centres undefined)
(64) CCn1c(C)nnc1SCC(=O)Nc1ccccc1Cl

assay / entry	61	62	63	64
Sm TGR block	4%	-1%	-3%	0%
AmpC no deterg	-20%	-19%	-33%	-20%
AmpC inh detg	5%	-3%	-4%	-13%
AMA1 RON2 block	0%	8%	34%[activator]	4%
HCMV inh	19	-20	30	48
FBPA Giardia inh	2%	2%	-5%	-9%

# High-throughput results: PubChem BioAssay, National Center for Advancing Translational Sciences (NCATS)
